Assay outcomes as filed in PubChem BioAssay.
HCT116 PTEN-null: growth suppression of PTEN-null HCT116, primary screen, cell-based, CellTiter-Glo; AID 827, 2007; HCT116 PTEN-null viability, 60 h; stronger effect = lower value; actives 1.2% (n = 140,000); viability, % at 10 µM;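 active = viability at or below a set limit, 4 SD under the median of all tested compounds, cut at about 3.7% in these data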;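 also: PTEN knockout HCT116 line with beta catenin targeted HCT116 as companion control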
Measles CPE: compounds protecting cells from measles virus cytopathic effect, primary screen, measles RdRp inhibitor project, single point, MLSMR library, absorbance; Measles virus-infected cells, CPE protection; protection (pct of control), % at 4 µM; actives 1.5% (n = 140,000); in the data active = protection mostly above about 24%, no sharp cut-off; inactive = mostly below about 26%; also: some compounds called inactive have numbers as strong as hits
Yeast lifespan up: compounds extending yeast replicative lifespan, primary screen, S. cerevisiae, OD615; S. cerevisiae growth with nicotinamide; deaD strain in restrictive glucose medium; inhibition of the nicotinamide effect, % at 10 µM; actives 0.68% (n = 130,000);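 active = inhibition above a set limit, placed 3 SD over the median of all compounds, cut at about 26% in these data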;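 also: 0% = nicotinamide-treated wells and 100% = cells grown without nicotinamide; some compounds called inactive have numbers as strong as hits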
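Test system: DeaD-strain S. cerevisiae / Buffer or medium: restrictive glucose medium / Also added: nicotinamide 1.5 mM / Doses: one concentration, 10 µM, DMSO 0.25% / Schedule: 48 h at 30 °C / Signal: OD615 measurement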
Phagocytosis inh: inhibitors of macrophage phagocytosis, primary screen, imaging, J774A.1 cells, IgG beads | J774A.1 macrophage IgG-bead phagocytosis | inhibition, % at 5 µM | actives 0.07% (n = 110,000);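 active = inhibition above the mean of the plate negative controls plus 5 SD, cut at about 13% in these data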;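 also: phagocytic index as fraction of beads internalized from green versus red external bead signal; plate controls were DMSO negative control for no effect and cytochalasin-D positive control for full effect; some results beyond the cut were filed as inactive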
MRP-1 activ: H69AR viability gain despite doxorubicin, primary screen, MRP-1 activator project, H69AR cells, CellTiter-Glo; viability rescue; viability increase, % at 10 µM; actives 0.61% (n = 140,000); AID 799, 2007;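 active = viability gain under doxorubicin at or above a set limit, the compound median plus 3 SD, cut at about 4.7% in these data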;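 also: MRP-1 overexpressing cells given doxorubicin 25 µM after compound pretreatment; 18-22 h compound pretreatment then 72 h with doxorubicin before readout; 0% = doxorubicin-only wells and 100% = vehicle-treated cells without doxorubicin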
Yeast growth inh: growth inhibitors of yeast BB579 in restrictive medium, primary screen, yeast lifespan-shortening project, S. cerevisiae | OD615, 48 h | inhibition, % at 10 µM | actives 0.51% (n = 140,000) | AID 804, 2007;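 active = inhibition above a set limit, 3 SD over the mean compound inhibition, cut at about 44% in these data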; also: inactives centre near -24
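Assay system – yeast BB579 (DeaD) · Dosing – single compound dose of 10 µM, 0.25% DMSO final · Detection – OD615 turbidity measurement · Buffer or medium – CSMM-D restrictive synthetic medium containing dextrose (glucose) · Benchmarks – positive control amphotericin B 10 µg/mL · Incubation – 48 h exposure, 30 °C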
GALR2 antag: GALR2 antagonists in receptor-expressing cells, primary screen; actives 0.39% (n = 140,000); inhibition, % at 4 µM; Galanin receptor type 2 (Homo sapiens), O43603; antagonist mode; in the data active = inhibition above about 27%;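 also: cells stimulated with galanin 1-16 at roughly its EC80; 0% = agonist challenge control and 100% = basal control without agonist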
Target sequence (O43603 whole entry, looked up): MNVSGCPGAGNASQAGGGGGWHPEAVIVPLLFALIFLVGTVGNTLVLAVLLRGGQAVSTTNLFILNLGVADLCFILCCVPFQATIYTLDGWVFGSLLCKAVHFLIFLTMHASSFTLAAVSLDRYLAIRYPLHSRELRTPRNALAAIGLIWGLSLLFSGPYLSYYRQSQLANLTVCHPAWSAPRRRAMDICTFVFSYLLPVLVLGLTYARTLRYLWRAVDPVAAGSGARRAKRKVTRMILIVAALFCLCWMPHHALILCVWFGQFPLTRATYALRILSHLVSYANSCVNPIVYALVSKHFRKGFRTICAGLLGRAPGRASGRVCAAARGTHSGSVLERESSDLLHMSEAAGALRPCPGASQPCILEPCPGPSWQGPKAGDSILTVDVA
bCat KO growth: primary screen for growth suppressors in beta-catenin knockout HCT116 cells (colon tumor, human) | actives 1.5% (n = 140,000) | viability, % at 10 µM | HCT116 beta-catenin knockout viability, CellTiter-Glo, 60 h; stronger effect = lower value;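 active = viability at or under a set limit, the compound median less 4 SD, cut at about 6% in these data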;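 also: 0% = Hyamine 1622 control at 20 µM and 100% = untreated cell control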
NPY-Y2 antag: NPY-Y2 receptor antagonists, primary screen, cell-based; Neuropeptide Y receptor type 2 (Homo sapiens), P49146; NPY-Y2 expressing cells, antagonist mode; inhibition, % at 2.7 µM; actives 0.99% (n = 140,000); in the data active = inhibition above about 17%;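 also: 0% = vehicle with agonist challenge and 100% = reference antagonist with challenge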
Target sequence (P49146 whole entry, looked up): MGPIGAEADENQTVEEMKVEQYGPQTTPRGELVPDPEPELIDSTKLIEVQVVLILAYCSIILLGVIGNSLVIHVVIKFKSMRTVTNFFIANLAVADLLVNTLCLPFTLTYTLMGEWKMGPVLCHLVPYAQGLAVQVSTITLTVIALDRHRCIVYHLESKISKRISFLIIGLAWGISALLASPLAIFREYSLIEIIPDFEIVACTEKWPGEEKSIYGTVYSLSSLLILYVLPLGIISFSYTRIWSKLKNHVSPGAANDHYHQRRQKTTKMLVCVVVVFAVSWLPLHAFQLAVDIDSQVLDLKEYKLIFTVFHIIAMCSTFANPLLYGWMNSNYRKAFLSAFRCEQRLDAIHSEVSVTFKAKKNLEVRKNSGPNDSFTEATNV
E-sel TNF inh: E-selectin induction blockers in HUVEC – imaging, immunofluorescence, high content, primary screen | HUVEC TNFa-induced E-selectin immunofluorescence | inhibition, % at 2 µM | actives 0.71% (n = 120,000) | AID 1246, 2008;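 active = inhibition above the batch mean plus 3 SD, and confirmed as a hit on visual image review, cut at about 43% in these data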;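 also: 0% = TNF-stimulated DMSO wells and 100% = unstimulated control wells; not every result past the cut was called active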
* = called active by the depositor; / = no result given. The order is random. About 6.1% of those tested had a hit in this group.

SMILES | HCT116 PTEN-null | Measles CPE | Yeast lifespan up | Phagocytosis inh | MRP-1 activ | Yeast growth inh | GALR2 antag | bCat KO growth | NPY-Y2 antag | E-sel TNF inh
N#Cc1ccccc1NC(=O)Nc1cccs1 | 100 | 21 | 6 | / | 0.0 | 6 | -3 | 103 | 0 | -14
COc1cccc(CNC(=O)c2nnn(CC(=O)Nc3ccc(C)c(C)c3)c2N)c1 | 77 | 15 | / | 0 | -2.3 | -23 | / | 88 | / | /
Cc1ccc(-c2csc3nc(C)n(-n4c(C)ccc4C)c(=O)c23)o1 | 78 | 9 | -2 | 0 | -0.1 | -35 | 8 | 86 | 1 | -11
CC(C)(C)OC(=O)N1CCN(c2ccc(NC(=O)Cn3nnc(-c4ccccc4)n3)cc2)CC1 | 59 | 7 | -3 | / | -5.1 | -55 | -4 | 71 | 2 | 2
COCn1c(-c2ccccc2)nc2ccccc21 | 102 | 6 | -23 | 0 | -2.0 | -32 | 4 | 81 | 2 | 7
COc1ccccc1CC(=O)Nc1ccc2c(c1)CCC2 | 90 | 5 | -3 | -3 | -0.3 | -35 | -13 | 86 | 3 | -15
COc1ccc(/C(N)=N/OC(=O)Cc2ccc(C)cc2)cc1OC | 105 | 16 | -2 | -7 | -1.1 | 2 | 6 | 102 | 8 | /
COc1ccc(OC)c(CNn2c(-c3cccc(C)c3)nc3ccccc3c2=O)c1 | 91 | 5 | -4 | -2 | -1.1 | -58 | -16 | 93 | 6 | 0
O=C(CN(C(=O)Cn1nnc(-c2ccc(F)cc2)n1)C1CCCC1)NC1CCCC1 | 86 | 8 | 3 | 1 | 0.3 | -22 | 5 | 102 | 2 | 16
CCC(C)(C)NC(=S)Nc1ccc(-c2nc3ccc(C)cc3s2)cc1 | 89 | 14 | 0 | -6 | -0.6 | -22 | 0 | 92 | 0 | /
CCOC(=O)c1cnc(SCC(=O)Nc2ccc3c(c2)OCCO3)nc1N | 88 | 2 | -4 | -1 | -3.0 | -35 | -13 | 91 | 8 | -5
CN(C)C(=O)c1nc2ccccc2s1 | 100 | 9 | -2 | -4 | -0.9 | -6 | 16 | 101 | 0 | /
CCOC(=O)C1CCN(S(=O)(=O)c2cccc(-c3cn4cc(C)ccc4n3)c2)CC1 | 48 | 17 | -4 | / | -2.2 | -45 | 10 | 45 | 9 | -37
COc1cc(NS(=O)(=O)c2ccc(NC(=O)/C(=C\c3ccccc3OC)NC(=O)c3ccccc3)cc2)nc(OC)n1 | 102 | 11 | -6 | 0 | 0.9 | -51 | -1 | 88 | 2 | -41
COCC(=O)Nc1cccc(C(F)(F)F)c1 | 95 | 37* | -5 | 1 | -1.8 | 2 | 1 | 99 | 3 | -8
O=C(Cn1c(=O)c2c(ncn2Cc2ccccc2)n(Cc2ccccc2)c1=O)NC1CC1 | 98 | 13 | 1 | -1 | -3.9 | -16 | 2 | 97 | -1 | -31
c1ccc(CCC2=NCCn3cccc32)cc1 | 83 | 9 | -12 | 0 | -3.1 | -60 | -9 | 82 | 3 | /
CCOc1ccccc1NC(=O)C1CC2CCCC(C1)C2=O (stereo unspecified) | 106 | 3 | 6 | -2 | -0.3 | -56 | -7 | 102 | 0 | -3
CCCCn1c(CCNC(=O)c2cccs2)nc2ccccc21 | 89 | 18 | -22 | 5 | -3.9 | -21 | 1 | 90 | 2 | -28
CCN(CC(=O)N1CCc2ccccc2C1)S(=O)(=O)c1ccc2ccccc2c1 | 94 | 13 | 30 | -1 | -2.0 | -46 | -1 | 88 | 9 | 28
Cc1ccc(-n2c(C)cc(/C=N/NC(=O)CN(c3ccc(C)cc3C)S(C)(=O)=O)c2C)cc1 | 83 | 16 | 31 | -1 | -1.4 | -9 | 0 | 82 | 3 | -4
CN(C)c1nc2sc3c(c2c(=O)n1C)CC(C)(C)OC3 | 97 | 17 | -10 | 0 | 0.0 | -63 | 5 | 100 | 3 | /
CC(C)C(c1nnnn1Cc1ccco1)N1CCN(c2cccc(Cl)c2)CC1 (stereo unspecified) | 54 | 4 | -16 | -1 | -3.3 | -23 | -12 | 62 | 9 | 1
CO/N=C(\N)c1ccc([N+](=O)[O-])cc1 | 96 | 2 | -9 | -4 | -1.4 | -15 | -6 | 95 | 2 | -5
COc1cccc(NC(=O)c2nc3nc(C)cc(C(F)F)n3n2)c1 | 99 | 2 | -9 | -1 | 1.8 | 27 | -2 | 97 | -1 | /
(listing goes on)
SMILES | HCT116 PTEN-null | Measles CPE | Yeast lifespan up | Phagocytosis inh | MRP-1 activ | Yeast growth inh | GALR2 antag | bCat KO growth | NPY-Y2 antag | E-sel TNF inh
O=C(COC(=O)Cc1ccc(Cl)cc1)Nc1cc(S(=O)(=O)N2CCOCC2)ccc1N1CCCC1 | 89 | 3 | 5 | -1 | -0.8 | -47 | -20 | 96 | 4 | /
CC(C)(C)c1ccccc1NC(=S)NCc1ccccc1 | 85 | 9 | -3 | 6 | -3.8 | 10 | -10 | 77 | 2 | 23
CCn1cc(C(=O)OCC(=O)N(C)C2CCS(=O)(=O)C2)c(=O)c2ccc(C)nc21 (stereo unspecified) | 90 | 3 | 18 | -1 | -0.8 | 9 | 4 | 94 | 2 | 13
O=C(NCC(c1ccc(F)cc1)N1CCOCC1)c1ccc(Br)o1 (stereo unspecified) | 102 | 7 | -4 | -1 | -1.7 | -47 | -11 | 102 | 2 | /
CCCCCn1c(SC(C)C(C)=O)nc2c1c(=O)[nH]c(=O)n2C (stereo unspecified) | 105 | 7 | -6 | 0 | -1.4 | -77 | -2 | 97 | 1 | -3
CCCc1c(CC)c(=N)c2ccccc2n1C | 67 | 8 | -14 | 1 | -2.8 | -44 | 2 | 56 | 1 | 48
O=C1c2ccccc2S(=O)(=O)N1CC1CC(c2ccc(Cl)cc2)=NO1 (stereo unspecified) | 99 | 5 | 0 | -4 | 0.3 | -78 | 5 | 98 | 3 | -17
CCOC(=O)c1sc2ncnc(NCc3ccco3)c2c1C | 47 | 5 | -12 | -1 | -5.0 | 3 | -5 | 51 | 5 | 5
COc1ccc2ccccc2c1/C=N/NC(=O)CC1(C)OCCCO1 | 103 | 2 | -11 | -4 | -1.4 | 7 | 10 | 95 | 1 | 3
CCN1C(=O)C(C(=O)NC(C)c2ccccc2)C2CC1(C)Oc1ccccc12 (stereo unspecified) | 92 | 22 | 8 | -2 | -1.4 | -64 | -5 | 88 | 3 | 3
COc1ccc(NS(=O)(=O)c2ccc3nc(COc4ccc(Cl)c(C)c4)[nH]c3c2)cc1 | 60 | 19 | 0 | 1 | -0.5 | -25 | 5 | 76 | 1 | -13
COc1cc(C(=O)NCc2nnc(SCC(=O)Nc3nc4ccccc4s3)o2)cc(OC)c1OC | 94 | 23 | 1 | 6 | -3.1 | -46 | 5 | 92 | 0 | /
Cc1ccc(N=Nc2c(N)n(-c3ccccc3)[nH]c2=O)cc1 | 81 | 10 | -13 | / | -3.1 | -14 | -2 | 90 | 3 | -15
Cc1[nH]c(=O)[nH]c1CN1CCCCC1 | 83 | 14 | 2 | -1 | -0.8 | -7 | 4 | 85 | 1 | -26
COc1ccc(CN=C(Nc2ccccc2)SC2CC(=O)N(C)C2=O)cc1 (stereo unspecified) | 89 | 4 | 5 | 1 | -2.3 | -42 | -7 | 85 | 0 | 6
O=C(COC(=O)c1cccc(S(=O)(=O)NCc2ccccc2)c1)Nc1ccccc1OC(F)F | 104 | 9 | 4 | -1 | -0.3 | -60 | 16 | 99 | -1 | -27
COc1cc(OC)cc(C(=O)N(Cc2cc3cc(C)ccc3[nH]c2=O)C(C)C)c1 | 86 | 44* | -15 | 1 | -4.7 | -31 | 7 | 88 | 1 | /
O=C(CSc1nc2ccccc2[nH]1)Nc1nc(-c2ccc(Br)cc2)cs1 | 38 | 8 | 9 | -4 | 0.4 | -20 | 4 | 54 | -2 | /
CCc1nnc(NC(=O)c2ccc(S(=O)(=O)N(CCOC)CCOC)cc2)o1 | 96 | 0 | 2 | -2 | -1.1 | -18 | 3 | 99 | 1 | 4
COc1ccc(CCNc2oc(COc3ccccc3)nc2C#N)cc1 | 92 | 14 | -5 | -4 | -0.7 | -22 | -19 | 88 | 13 | /
O=C(COC(=O)C(Cc1ccccc1)NC(=O)c1ccc(Cl)cc1)c1ccc(Cl)cc1 (stereo unspecified) | 98 | 50 | 3 | -7 | 0.1 | -17 | 0 | 91 | 7 | /
CC(C)COc1ccc(C(=O)Nc2scc(-c3ccc(Cl)cc3Cl)c2C(N)=O)cc1 | 39 | 25 | -9 | / | -2.4 | -40 | 4 | 26 | 1 | 35
CCN1CCN(C(=O)C(NS(=O)(=O)c2ccc3nc(C)sc3c2)C(C)C)CC1 (stereo unspecified) | 103 | 13 | -3 | 0 | -0.7 | -16 | -2 | 105 | 0 | /
COc1cccc(Cn2c(N)c(C#N)c3nc4ccccc4nc32)c1OC | 90 | 2 | 8 | -1 | -1.6 | -42 | -15 | 93 | -3 | -10
CCCCN=C1N/C(=C\c2ccco2)C(=O)N1c1ccccc1 | 93 | 12 | -24 | / | -1.6 | -57 | -6 | 85 | 4 | -14
Next results.
SMILES | HCT116 PTEN-null | Measles CPE | Yeast lifespan up | Phagocytosis inh | MRP-1 activ | Yeast growth inh | GALR2 antag | bCat KO growth | NPY-Y2 antag | E-sel TNF inh
COc1cccc(C(=O)Nc2cc(=O)n(C)c(=O)n2C)c1OC | 92 | 7 | -7 | 0 | -0.6 | -27 | -12 | 93 | 0 | /
Cc1c(N=Cc2cccs2)c(=O)n(-c2ccccc2)n1C | 98 | 1 | -2 | 0 | 0.8 | -12 | 9 | 96 | 0 | 6
N=C(N)Cc1ccccc1Sc1ccccc1 | 72 | 13 | 6 | 2 | -1.8 | -32 | 2 | 78 | 5 | /
CC1(C)CC(=O)C(C=NCC(O)c2ccccc2)=C(O)C1 (stereo unspecified) | 102 | 2 | -3 | 1 | 0.8 | -31 | -7 | 86 | 2 | -30
COc1cc(-c2nnc(CSc3nnc(Nc4ccc(Oc5ccccc5)cc4)s3)o2)cc(OC)c1OC | 67 | 30 | -3 | -21 | -2.5 | -11 | -8 | 70 | 0 | -18
c1ccc(OCCOCCN2CCOCC2)cc1 | 101 | 21 | 0 | / | 0.1 | -28 | -7 | 95 | 8 | -4
CN(/N=C/c1cccs1)c1cc(=O)n(C)c(=O)[nH]1 | 90 | 14 | / | / | -0.2 | 4 | -6 | 89 | 3 | 0
CCOc1ccc(-n2c(=S)sc3c(=O)[nH]c(SCC(=O)NCc4ccco4)nc32)cc1 | 90 | 21 | 3 | 0 | -3.3 | -48 | -10 | 94 | 4 | /
